ALOX12 inhib: inhibitors of human 12-lipoxygenase (ALOX12); actives 0.12% (n = 150,000); purified 12-hLO, xylenol orange hydroperoxide absorbance; Potency, µM (top dose mostly 57.1 µM), inactives show at the highest dose activity change, negative = inhibition, most hits filed as inhibitors; note: potency is the fitted concentration of half-maximal effect; nearly all actives have a fitted effect of over 55% in size; many of its hits are not listed in these tables
Target sequence (P18054 whole entry, looked up): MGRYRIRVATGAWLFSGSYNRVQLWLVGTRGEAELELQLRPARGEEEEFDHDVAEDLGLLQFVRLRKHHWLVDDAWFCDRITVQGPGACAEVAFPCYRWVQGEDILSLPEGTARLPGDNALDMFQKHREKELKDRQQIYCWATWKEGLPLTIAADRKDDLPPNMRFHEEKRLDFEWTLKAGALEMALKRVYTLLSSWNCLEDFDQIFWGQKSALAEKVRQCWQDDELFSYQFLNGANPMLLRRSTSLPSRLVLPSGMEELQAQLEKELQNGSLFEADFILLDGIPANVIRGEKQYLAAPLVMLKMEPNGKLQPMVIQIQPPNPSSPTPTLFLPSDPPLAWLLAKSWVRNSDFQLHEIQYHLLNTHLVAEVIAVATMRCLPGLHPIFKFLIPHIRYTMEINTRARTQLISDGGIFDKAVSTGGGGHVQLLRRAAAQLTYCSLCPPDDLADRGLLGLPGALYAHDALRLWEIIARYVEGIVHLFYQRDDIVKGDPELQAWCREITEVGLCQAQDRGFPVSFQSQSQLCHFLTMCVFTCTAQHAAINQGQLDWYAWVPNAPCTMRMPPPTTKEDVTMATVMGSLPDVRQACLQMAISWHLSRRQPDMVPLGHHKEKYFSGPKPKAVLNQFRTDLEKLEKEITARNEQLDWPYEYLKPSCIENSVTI
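Hydroperoxide formation by human 12-lipoxygenase from 40 uM arachidonic acid was followed colorimetrically via ferric-xylenol orange complex, using the 573/405 nm absorbance ratio. Enzyme concentration was 150 nM, with 30 min reaction at room temperature.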
IMPase inh: IMPase inhibition in cells. P97697. CHO-M1 cells, IP1 accumulation, HTRF TR-FRET ratio. inhibition (IP1 accumulation), % at 46.1 µM. 120,000 tested, under 10 active. AID 901; active = well fitted curve in the direction sought with a large enough effect in the signal ratio, not every such curve was filed as active; inconclusive = small, poorly fitted or top-dose-only effect, or a change in a side signal; inactive = no such curve, though single readings can be large or run the other way; the % refers to the signal ratio;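 note: cells stimulated with carbachol in lithium chloride buffer; plate controls were DMSO basal wells for no effect and reference inhibitor wells for full effect; higher means more IMPase inhibition seen as more IP1 and lower FRET ratio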
Target sequence (P97697 whole entry, looked up): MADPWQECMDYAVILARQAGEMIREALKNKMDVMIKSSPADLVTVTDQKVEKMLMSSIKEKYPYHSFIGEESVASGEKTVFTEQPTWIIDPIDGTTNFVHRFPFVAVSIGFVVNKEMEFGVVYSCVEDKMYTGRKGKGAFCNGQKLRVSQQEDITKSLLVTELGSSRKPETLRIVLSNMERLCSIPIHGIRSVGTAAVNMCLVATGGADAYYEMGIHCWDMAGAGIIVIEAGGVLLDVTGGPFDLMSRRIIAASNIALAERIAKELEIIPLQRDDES
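Cellular IMPase inhibition is scored as a rise in cytosolic IP1, detected by competitive TR-FRET between d2-labelled IP1 and a europium anti-IP1 antibody. M1-expressing CHO cells were stimulated with carbachol for 30 min at 37C, with lithium (50 mM LiCl) present in the buffer.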
ALOX15B inhib: 15-hLO-2 (ALOX15B) enzyme inhibition | actives 0.56% (n = 110,000) | purified 15hLO-2, xylenol orange hydroperoxide absorbance | AID 881 | Potency, µM (titrated, usually from 57.1 µM), for the others: at the highest dose activity change, negative = inhibition, most hits filed as inhibitors | O15296; note: potency is the fitted concentration of half-maximal effect; nearly all actives have a fitted effect of over 60% in size; many of its hits are not listed in these tables
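Purified human 15hLO-2 (50 nM final) preincubated with compounds 15 min at room temperature in 25 mM Hepes pH 7.5, 0.01% Triton X-100, then 45 uM arachidonic acid added for 90 min; hydroperoxide detected via ferrous/xylenol orange, 573/405 nm absorbance ratio.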
PNC assembly inh: perinucleolar compartment assembly inhibition | activity change (PNC), negative = inhibition, % at 10 µM | PC3M PTB-GFP, PNC prevalence imaging, 16 h; hits give low values | actives 3.1% (n = 140,000) | AID 2417;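 active = readout at or below -70, meaning at least 70% loss of cells showing the perinucleolar compartment, a nuclear body marking cancer cells; inconclusive = readout between -30 and a set limit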;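 note: plate controls were DMSO wells for no effect and camptothecin positive control wells for full effect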
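Compounds are pinned in duplicate onto adhered PC3M cells stably expressing GFP-tagged PTB and incubated 16 h at 37 C. Cells are then fixed, nuclei stained with Hoechst, and PNC-positive cells counted.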
Starred values were filed as active, the others as inactive; ? = inconclusive; nt = no result given; & = joins results of further samples; [ ] = another dose, or the depositor's remark. Unless noted, calls come from the whole dose curve; as a rule, active = well fitted curve in the direction sought with a large enough effect; inconclusive = small, poorly fitted or top-dose-only effect, or another doubt; inactive = no such curve, though single readings can be large; an effect the other way counts as inactive or inconclusive. Unless noted, % is set by controls: 0 for no effect and ±100 for the full control effect. This is a subset; rates above refer to the full screens.

SMILES	ALOX12 inhib	IMPase inh	ALOX15B inhib	PNC assembly inh
CCC(C)C(Nc1ccc(C(=O)OC)cc1[N+](=O)[O-])C(=O)OC (stereo unspecified)	-1%	nt	nt	?
COC(=O)Cc1ccc(NC(=S)NCCC(C)C)cc1	0%	nt	nt	41
c1ccc([C@@H]2CN3CCSC3=N2)cc1	?	2[20.6 µM]	3%[25.6 µM]	nt
c1ccc(C(c2nnnn2C2CCCC2)N2CCN(c3nc4ccccc4s3)CC2)cc1 (stereo unspecified)	-2%	4	nt	-6
CCC1C/C(=C\c2cccnc2)C(=O)/C(=C/c2cccnc2)C1 (stereo unspecified)	0%	nt	nt	-125*
Clc1ccc(OCc2nnc3n2N=C(c2ccc4c(c2)OCCO4)CS3)c(Cl)c1	3%	-5	-3%	?
Cn1c(=O)c2c(nc(SCCCO)n2Cc2ccccc2Cl)n(C)c1=O	-1%	-7	-2%	0
CC1(C)Oc2ccc3ccc(=O)oc3c2-c2cnoc21	3%	10	-7%	5
OC(CN1CCOCC1)CN1CCOCC1	4%	-8	-8%	-24
CC(=O)c1cc2c(cc1NC(=O)C1CC1)OCO2	-2%	1	nt	32
COc1cc2c(cc1OC)-c1nnc(C)n1C1(CCCC1)C2	-2%	2	nt	35
COCCCNCC1C(Oc2ccc(Cl)cc2)C(=O)N1c1ccccc1C (stereo unspecified)	-1%	nt	nt	16
COc1ccc(OC)c(NC(=O)c2c(NC(=O)CCC(=O)O)sc3c2CCCCC3)c1	-2%	nt	nt	47
CC(=O)N1CCN(c2ccc(NCc3ccc(C(C)C)cc3)cc2)CC1	?	12	13µM*	14
CC(=O)c1cccc(NC2c3ccccc3C(=O)N2Cc2ccc3c(c2)OCO3)c1 (stereo unspecified)	-7%	11	nt	37
COCCCn1c(=NC(=O)c2ccncc2)c(C#N)cc2c(=O)n3cccc(C)c3nc21	-6%	-15	-20%	30
Cc1nccn1CC(O)COc1ccccc1 (stereo unspecified)	1%	0	nt	247
Cc1cc(-c2n[nH]c(=S)n2/N=C/c2cccs2)n[nH]1	2%	nt	nt	17
CC(C(=O)NC1=NCCS1)N1C(=O)C2CC=CCC2C1=O (stereo unspecified)	6%	-1	5%	6
CCOc1cccc(C(=O)Nc2cccc(-c3nc4ncccc4o3)c2C)c1	-7%	1	2%	?
CCOP(=O)(c1ccc(N(C)C)cc1)C(O)c1cc(OC)c(OC)c(OC)c1 (stereo unspecified)	10%	7	-1%	-14
CSCC[C@@H](C(=O)O)N(C)C	-3%[11.4 µM]	nt	-1%[11.4 µM]	nt
COc1ccc(-c2nc3cnc(Oc4ccccc4)nc3n(C3CC3)c2=O)cc1	-2%	nt	7%	nt
CCn1c(SCC(=O)Nc2cc(C)on2)nnc1-c1ccc(S(=O)(=O)N2CCN(C)CC2)cc1	6%	1	-7%	?

ALOX15B inhib, what is marked active above
SMILES	ALOX12 inhib	IMPase inh	ALOX15B inhib	PNC assembly inh
CC(=O)N1CCN(c2ccc(NCc3ccc(C(C)C)cc3)cc2)CC1	?	12	13µM*	14

3 compounds from above, ordered by length of the SMILES, highest first.
SMILES	ALOX12 inhib	IMPase inh	ALOX15B inhib	PNC assembly inh
COCCCn1c(=NC(=O)c2ccncc2)c(C#N)cc2c(=O)n3cccc(C)c3nc21	-6%	-15	-20%	30
COc1cc2c(cc1OC)-c1nnc(C)n1C1(CCCC1)C2	-2%	2	nt	35
CC1(C)Oc2ccc3ccc(=O)oc3c2-c2cnoc21	3%	10	-7%	5

Continuation:
SMILES	ALOX12 inhib	IMPase inh	ALOX15B inhib	PNC assembly inh
c1ccc(C2C/C(=N\N3CCOCC3)c3ccccc3O2)cc1 (stereo unspecified)	1%	nt	nt	18
Cc1ccc(Oc2ccc(OCC(=O)NC(C)C(=O)O)cc2)cc1 (stereo unspecified)	-3%	-7	-2%	13
CCOc1ccc(NC(=O)C2CCCN(C(=O)Nc3ccccc3)C2)cc1 (stereo unspecified)	1%	-3	nt	?
Cc1cc(C(F)(F)F)n2ncc(C(=O)O)c2n1	-5%	2	8%	-21
CN1CCN(CCCNC(=O)c2ccc(CSCc3cccc(Cl)c3)o2)CC1	5%	-3	31%[activator]	68
CCNC(=O)CON=C1c2ccccc2-c2ccccc21	-2%	nt	nt	9
CCOC(=O)c1c(NC(=O)CSc2nc3ccccc3s2)sc(C(C)=O)c1C	0%	4	-4%	-7
COc1ccc(OC)c(CN(CCN2CCOCC2)C(=O)Nc2ccccc2)c1	1%	nt	nt	-22
Cc1cc(Cl)ccc1OC(C)C(=O)Nc1ccc(S(=O)(=O)Nc2cnc3ccccc3n2)cc1 (stereo unspecified)	-11%	1	-27%	-23
COCC(=O)Nc1nnc(CCc2ccccc2)s1	-1%	4	0%	14
O=C(COC(=O)c1cccs1)Nc1cccc(S(=O)(=O)N2CCOCC2)c1	-3%	-1	nt	77
CC1CCN(C(=O)C(Cc2ccccc2)n2cccc2)CC1 (stereo unspecified)	-5%	-4	0%	?
CN1CCN(C(=S)Nc2cccc(C(F)(F)F)c2)CC1	-2%	nt	nt	?
Cc1nc2sccn2c(=O)c1CCN1CCC(=C(c2ccccc2)c2ccc(F)cc2)CC1	-10%&-4%	8	47%[activator]	24
CCOc1ccc(S(=O)(=O)N(CC(N)=O)c2ccc(C)cc2)cc1	0%	-9	-3%	11
CCOC(=O)CNC(=O)Cn1cnc2c(nnn2-c2cccc(Cl)c2)c1=O	3%	-8	-2%	31
Cc1[nH]c(=O)[nH]c(=O)c1S(=O)(=O)N1CCCC(C(=O)N2CCN(c3ccccc3Cl)CC2)C1 (stereo unspecified)	-7%	0	-2%	-17
CN(Cc1ccccc1)c1nc2c(c(=O)n(C)c(=O)n2C)n1CCCc1ccccc1	-6%	11	-8%	31
O=C(O)/C=C/C(=O)Nc1cccc(C(F)(F)F)c1	-8%	18	nt	?
Cc1nn(-c2ccccc2)c(C)c1NC(=O)COc1ccc(F)cc1Cl	0%	nt	nt	-102*
CCOc1ncccc1C(=O)OCC(=O)Nc1ccc(S(=O)(=O)N2CCOCC2)cc1	-2%	2	nt	-18
CN1/C(=C/C2CC(=O)N(c3ccc([N+](=O)[O-])cc3)C2=O)C(C)(C)c2ccccc21 (stereo unspecified)	-24%	4	-20%	?
O=C(O)c1ccc(N/N=C/c2ccc(F)c(F)c2)cc1	-13%	2	nt	?
C/C(N)=C(/C#N)C(=O)COC(=O)c1ccncc1	-1%	-6	-5%	28
O=C(COC(=O)c1cccs1)Nc1ccc(S(=O)(=O)N2CCOCC2)cc1	2%	-8	nt	?
C/C(=N\OC(=O)Nc1ccc(Cl)cc1)c1ncc(C(F)(F)F)cc1N1CCOCC1	-2%	2	0%	?
Cc1nn(CC(=O)NCc2ccccc2)c(=O)c2ccccc12	0%	4	9%	9
CCOc1ccc(NC(=O)CSc2nnc(C)n2CC2CCCO2)cc1 (stereo unspecified)	-2%	?	-2%	?
CN(C)c1ccc(/C=C2\SC(=O)N(CC(O)Cn3c4ccccc4c4ccccc43)C2=O)cc1 (stereo unspecified)	-4%	nt	nt	0
CN(CCc1ccccn1)c1ccc2c(c1)Cc1ccccc1-2	-2%[11.4 µM]	nt	-19%[11.4 µM]	nt
CC1=C(C(=O)OC2CCCCCCC2)C(c2ccc(O)cc2)NC(=O)N1 (stereo unspecified)	-2%	2	-3%	9
COc1ccc(N2CCN(c3oc(Cc4ccccc4)nc3C#N)CC2)cc1	-4%	15	-2%	-18
O=C(CN(Cc1ccco1)C(=O)CNS(=O)(=O)c1ccc(Cl)cc1)NC1CCCCC1	4%	4	-12%	-24
COc1cc(/C=C(\C#N)C(=O)Nc2cc(C(F)(F)F)ccc2Cl)ccc1OCC(=O)Nc1cccc(C(F)(F)F)c1	0%	nt	nt	-11
COc1ccc(C2C(C(N)=O)=C(C)Nc3ncnn32)cc1 (stereo unspecified)	-1%	3	3%	14
COC(=O)c1c(C(C)=O)cnc2ccc(Br)cc12	-3%	?	-8%	-27
CCOC(=O)C1OC1c1ccccc1 (stereo unspecified)	-2%	nt	-7%	nt
O=C(Nc1ccc(Cl)c(Cl)c1)OCCNC(=O)c1cccc(Cl)c1	-28%	2	20%	-6
CCc1cc(OCCN2C(=O)NC(C)(C)C2=O)ccc1Cl	2%	4	4%	0
O=C(c1csnn1)N1CCC2(CCN(Cc3nccs3)CC2)CC1	4%	nt	-1%	nt
O=c1c(-c2ccc(F)c(F)c2)nc2cncnc2n1Cc1ccc(F)cc1	-5%	nt	6%	nt
Cc1ccc(C)c(N(CC(=O)NCCC2=CCCCC2)S(C)(=O)=O)c1	0%	-5	2%	-2
O=C(NC1CCCCC1)c1sc(=S)n2c1[nH]c(=O)c1ccccc12	-20%	-5	?	21
Cc1nc(SCC(=O)c2cccs2)c2oc3ccccc3c2n1	-8%	0	-6%	31
O=C(CSc1nnc(-c2cccnc2)n1Cc1ccco1)c1ccccc1	-10%	5	0%	16
CCOC(=O)C1CCCN(C(=O)CS(=O)(=O)Cc2ccccc2)C1 (stereo unspecified)	-3%	4	-1%	29
CCn1c(SCc2nc3ccccc3[nH]2)nnc1-c1ccncc1	6%	-4	2%	?
Cc1ccc(/C=N/NC(=O)CSc2nc3ccccc3c(=O)n2-c2ccccc2C)s1	-3%	nt	nt	?
CSC1=C(C#N)C(c2ccc(C)cc2)C2=C(CCCC2=O)N1 (stereo unspecified)	-2%	-5	6%[2.29 µM]	6
Cc1cccc(NC(=O)c2cc(NC(=O)C3CCCCC3C(=O)O)ccc2N2CCCCC2)c1 (stereo unspecified)	2%	6	nt	-7
CNC(=O)c1ccsc1NC(=O)c1ccc(Cl)s1	-8%	11	10%	10
CCc1ccc2c(c1)N(C[C@H](C)CN(C)C)c1ccccc1S2	3%[11.4 µM]	nt	4%[11.4 µM]	nt
Cc1cc(O)c(/C=N/Nc2ccc(Cl)cc2)c(=O)o1	?	27	?	-24
Cc1[nH]c2ccccc2c1C(c1ccccn1)c1c(C)[nH]c2ccccc12	-27%	-1	-12%	-14
CC(=O)N1CCc2cc(S(=O)(=O)NCCC(=O)NCCc3ccccc3)ccc21	-2%	17	11%	?
CCN1CCC[C@@H]1CNC(=O)c1cc(S(N)(=O)=O)ccc1OC	0%	-5	15%	nt
CCC(NS(=O)(=O)c1ccc(C)cc1)C(=O)N1CCN(c2ccccn2)CC1 (stereo unspecified)	0%	4	-3%	6
CCN(CC)S(=O)(=O)c1ccc(NC(=O)CCC2CCCCC2)cc1	-2%	9	-5%	-11
O=c1cc(NCc2ccco2)[nH]c(=O)n1-c1ccc(Br)cc1	-9%	-4	nt	-13
S=c1[nH]nc([C@@H]2C[C@H]2c2ccccc2)n1-c1ccccc1	-4%	nt	nt	?
The list goes on.
SMILES	ALOX12 inhib	IMPase inh	ALOX15B inhib	PNC assembly inh
CC/C(=N\NC(=S)Nc1ccc(OC)cc1)c1ccc(OC(F)F)cc1	?	nt	nt	?
O=C(Nc1cccc(S(=O)(=O)N2CCCCC2)c1)c1ccc2c(c1)OCO2	-3%	nt	nt	-20
O=C(Nc1ccc2oc(=O)ccc2c1)c1ccc(-c2ccc(Cl)cc2)o1	3%	-9	nt	8
CCCCN(C)C1=CC2=CC(=C(C#N)C#N)CCC2CC1 (stereo unspecified)	-4%	nt	nt	-83*
CCOc1ccc(NC(=S)NN2C(C)CCCC2C)cc1 (stereo unspecified)	-4%	nt	nt	-15
Cc1ccc(CSc2ncnc3c2cnn3Cc2ccccc2)cc1C	-3%	5	11%	18
Cc1sc(-n2c(C)cc(/C=C3\SC(=S)NC3=O)c2C)c(C#N)c1C	-2%	-18	15%	41
CCCOC(=O)/C(=C\c1ccc([N+](=O)[O-])o1)NC(=O)c1ccccc1	-4%	14	nt	142

Screening results deposited in PubChem by National Center for Advancing Translational Sciences (NCATS).
